# Screening data: PubChem BioAssay, several laboratories
# RSV antiviral HEp-2: RSV antiviral activity via CPE protection, HEp-2 cells, primary 10 µM value included (AID 2391); HEp-2 cells, RSV-induced CPE inhibition; higher % means a stronger effect; CPE inhibition, % at 10 µM; hits with a dose series show IC50 in µM; 0.13% of 310,000 active; in the data active = a potency from the dose series; inconclusive = CPE inhibition mostly from about 23% at the one dose, without a potency; inactive = the rest, 99 in 100 with CPE inhibition below about 21%; note: strong numbers were not always called active
# LYP phosphatase: PTPN22 lymphoid phosphatase activity blockers – biochemical, fluorescence intensity, uHTS (AID 1779); recombinant LYP phosphatase, fluorescence intensity; higher % means a stronger effect; one-dose inhibition, % at 11.5 µM; IC50 in µM for titrated hits; 0.054% of 290,000 active; in the data active = inhibition above about 50%;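 note: plate controls were vehicle with enzyme for no effect and no enzyme for full effect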
# Salmonella PhoP GFP: inhibitors of PhoP regulon expression, primary screen, Salmonella Typhimurium, GFP reporter (AID 1863). S. Typhimurium PhoP-regulated promoter GFP reporter, 4 h; higher % means a stronger effect. inhibition, % at 50 µM, or IC50 in µM where a hit was titrated. 0.16% of 300,000 active;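 active = inhibition over 29.93%, a cutoff 3 SD above the screen mean, later confirmed by dose response; inconclusive = inhibition over 29.93% but no dose response follow-up; inactive = inhibition at most 29.93% or unconfirmed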;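 note: 0% = low Mg2+ inducing control and 100% = high Mg2+ repressing control; strong numbers were not always called active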
# West Nile virus CPE: inhibition of WNV-induced cytopathic effect – cell-based, CPE readout (AID 1621) | West Nile virus-infected cells, CPE inhibition; higher % means a stronger effect | CPE inhibition, % at 10 µM, or IC50 in µM where a hit was titrated | 0.02% of 290,000 active; in the data active = a potency from the dose series; inconclusive = CPE inhibition mostly from about 3.7% at the one dose, without a potency; inactive = the rest, 99 in 100 with CPE inhibition below about 2.2%; note: strong numbers were not always called active
# NS5 inhibitors: Dengue-2 NS5 methyltransferase inhibitors, primary screen, biochemical, confirmation dose response (AID 588689). Dengue-2 NS5 methyltransferase capping enzyme assay, biochemical; higher % means a stronger effect. inhibition, % at 25 µM; hits with a dose series show IC50 in µM. 0.3% of 340,000 active; in the data active = a potency from the dose series; inconclusive = inhibition above about 29% without an active follow-up result
# Large T inhibition: TAg ATPase/helicase activity blockers – biochemical (AID 1903) | SV40 large T antigen ATPase/helicase inhibition assay; higher % means a stronger effect | inhibition, % at 20 µM, or IC50 in µM where a hit was titrated | 0.39% of 310,000 active; in the data active = a potency from the dose series; inconclusive = inhibition mostly from about 32% at the one dose, without a potency; inactive = the rest, 99 in 100 with inhibition below about 32%; note: strong numbers were not always called active
# Rac1 GTP hydrolysis: MgcRacGAP GTPase-activating activity inhibitors, confirmation, biochemical, ADP Hunter fluorescence. MgcRacGAP-stimulated Rac1 GTP hydrolysis, ADP Hunter fluorescence; higher % means a stronger effect; GST-tagged Rac1 F28L mutant substrate. inhibition, % at 30 µM; hits with a dose series show IC50 in µM. 0.6% of 340,000 active. AID 624330;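 active = first-screen hits whose inhibition reached a set limit at any dose in the follow-up dose series; inconclusive = inhibition above the set first-screen limit but never retested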;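 note: fluorescence reports GDP produced by GAP-driven GTP hydrolysis; strong numbers were not always called active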
# GPR35 antagonists: inhibition of zaprinast-stimulated GPR35 beta-arrestin translocation – imaging, U2OS, beta-arrestin-GFP, zaprinast agonist, primary screen (AID 2058); U2OS GPR35 beta-arrestin-GFP translocation imaging, zaprinast antagonism; higher % means a stronger effect; one-dose inhibition, % at 10 µM; IC50 in µM for titrated hits; 0.052% of 290,000 active;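 active = inhibition of at least 50% with at least 30 cells and total cytoplasm GFP at most 10,000,000; inconclusive = under 30 cells or total GFP of 10,000,000 plus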
# ER stress rescue: protection against thapsigargin-triggered cell killing – 384-well, CSM14.1, ATP luminescence, primary screen (AID 1222); CSM14.1 thapsigargin-induced death rescue, ATP luminescence; higher % means a stronger effect; one-dose cellular ATP content (survival), % at 20 µM; EC50 in µM for titrated hits; 190,000 tested, under 10 active;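 active = EC50 below 50 µM in the dose-response confirmation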;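 note: death triggered by thapsigargin at about 15 µM added after 2 h compound pretreatment; cell ATP read after overnight thapsigargin exposure of roughly 18 to 22 hours; normalized against plate controls of thapsigargin alone and 5% DMSO vehicle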
# Active calls of the source: *; ? = inconclusive; · = no result given.
[1] Cc1ccc(C)c(-c2[nH]ncc2CN2CCCC(CO)(Cc3ccccc3C)C2)c1 (stereo not drawn)
[2] COc1cccc2cc(C(=O)OCC(=O)NCc3ccc4c(c3)OCO4)c(=O)oc12
[3] COc1ccc(CCN(C)C(=O)CSc2nnc(-c3ccco3)o2)cc1OC
[4] COc1ccc(C2CC(c3ccc(Br)cc3)=NN2C(=O)CSC2=NN3CCCC(=O)N=C3S2)cc1 (stereo not drawn)
[5] Cc1sc(NC(=O)CN(Cc2ccccc2)C(=O)C2CC2)c(C(N)=O)c1C
[6] c1ccc(Nc2nc(NCc3ccco3)c3ccccc3n2)cc1
[7] Cc1ccc(-n2nc3ccc(NC(=O)c4cccc([N+](=O)[O-])c4C)cc3n2)cc1
[8] COC(=O)CCCCCNC(=S)Nc1ccc2[nH]c(=O)[nH]c2c1
[9] COc1ccc(/C=C/C(=O)c2c(O)cc(C)oc2=O)c(OC)c1
[10] O=C(COC(=O)c1cc(=O)[nH]c(=O)[nH]1)Nc1cccc(S(=O)(=O)N2CCCCC2)c1
assay / compound | 1 | 2 | 3 | 4 | 5 | 6 | 7 | 8 | 9 | 10
RSV antiviral HEp-2 | 0.6% | 5.0% | 1.4% | 2.6% | 2.7% | 5.7% | ? | -0.4% | 21% | -2.8%
LYP phosphatase | -6% | -10% | -9% | -2% | -2% | -10% | -2% | -3% | -2% | -3%
Salmonella PhoP GFP | 3% | -12% | 0% | -4% | -3% | ? | 1% | -1% | -9% | 10%
West Nile virus CPE | -1.3% | 0.9% | -0.3% | -0.3% | -2.0% | ? | -0.6% | 0.1% | -0.1% | 1.0%
NS5 inhibitors | 0% | 1% | -6% | 4% | -8% | -13% | -3% | -2% | -1% | -1%
Large T inhibition | 5% | 16% | 1% | 4% | 4% | -3% | -4% | 34% | 20% | 3%
Rac1 GTP hydrolysis | -6% | 5% | 5% | 10% | 6% | -4% | 7% | -4% | 9% | 3%
GPR35 antagonists | -10% | 0% | -2% | 2% | -2% | 2% | -8% | 11% | -6% | -3%
ER stress rescue | -3.3% | · | · | · | 0.7% | · | -1.6% | · | -1.9% | 0.4%

[11] CCn1cc(Br)c(C(=O)N2CCN(c3ccccc3)CC2)n1
[12] Cc1ccc(CSc2nc3ccccc3c(=O)n2Cc2ccco2)cc1
[13] COc1cc(-c2nnc(COC(=O)c3cccn3C)o2)cc(OC)c1OC
[14] COC(=O)[C@@]12CCCCN1[C@H](c1ccc(SC3CCCCC3)cc1)[C@@H]1C(=O)N(C)C(=O)[C@@H]12
[15] COc1ccc(OC)c(NC(=O)c2c(NC(=O)CNCc3ccco3)sc3c2CCC3)c1
[16] COC(=O)c1onc(-c2c(C)cc(C)cc2C)c1C(=O)OC
[17] Cc1cc(C(=O)Nc2c(C)nn(Cc3ccccc3)c2C)on1
[18] Cc1ccc(S(=O)(=O)c2nc(C(C)(C)C)oc2N2CCOCC2)cc1
[19] O=C1CC(C(=O)Nc2ncccn2)C(c2ccccc2)O1 (stereo not drawn)
[20] CCCC(C)NC(=O)COC(=O)c1ccc(Cl)c(S(N)(=O)=O)c1 (stereo not drawn)
assay / compound | 11 | 12 | 13 | 14 | 15 | 16 | 17 | 18 | 19 | 20
RSV antiviral HEp-2 | 1.3% | 15% | 1.8% | 1.6% | 4.5% | 0.5% | 1.3% | 0.8% | 1.3% | 0.8%
LYP phosphatase | -1% | 4% | -3% | · | 6% | -4% | -6% | -2% | 4% | -5%
Salmonella PhoP GFP | -15% | -6% | -5% | · | -8% | -5% | 5% | -2% | -8% | -2%
West Nile virus CPE | 0.3% | -0.7% | -1.2% | · | -0.2% | -0.1% | -0.1% | 1.4% | -0.1% | 0.1%
NS5 inhibitors | -5% | 5% | -9% | 6% | -5% | 3% | 3% | -14% | -7% | 0%
Large T inhibition | 2% | 1% | 15% | 23% | 5% | 14% | 4% | 2% | -1% | -1%
Rac1 GTP hydrolysis | 5% | 7% | 1% | 4% | 2% | -21% | 9% | 6% | 5% | 5%
GPR35 antagonists | -6% | -2% | -7% | · | 5% | 10% | -1% | 1% | -6% | -2%
ER stress rescue | -4.4% | 7.9% | · | · | 1.3% | -1.4% | -2.2% | -1.0% | -3.1% | 3.7%

[21] Cn1c(=O)[nH]c(=O)c2c1nc(CN1CCOCC1)n2CCCc1ccccc1
[22] Nc1cc(=O)[nH]c(SCC(=O)Nc2nc3ccc([N+](=O)[O-])cc3s2)n1
[23] Fc1ccc(Sc2cc(Cl)c(-c3ccccc3)nn2)cc1
[24] Cc1cc2cc(CCNC(=O)c3ccc(Br)o3)c(=O)[nH]c2cc1C
[25] NCCc1nnc(SCc2c(F)cccc2Cl)o1
[26] COc1ccc(C(=O)NCCn2cc(SCC(N)=O)c3ccccc32)cc1
[27] CCC(=O)Nc1cccc(NC(=S)NC(=O)c2cccc(C)c2)c1
[28] S=C(Nc1ccc(Br)cc1)N1CCn2cccc2C1c1cccnc1 (stereo not drawn)
[29] CCN(CC)S(=O)(=O)c1ccc(N2CCOCC2)c(NC(=O)c2c3c(nc4ccccc24)CCC3)c1
[30] COc1ccc(C(=O)/C=C/Nc2ccc(NC(C)=O)cc2)cc1OC
assay / compound | 21 | 22 | 23 | 24 | 25 | 26 | 27 | 28 | 29 | 30
RSV antiviral HEp-2 | 0.5% | 2.0% | 2.3% | 3.5% | -1.0% | 1.7% | 8.4% | · | 1.8% | -0.3%
LYP phosphatase | -1% | -5% | -7% | -3% | -4% | -6% | 0% | 2% | 2% | -2%
Salmonella PhoP GFP | 1% | 2% | 10% | 11% | 0% | -1% | -8% | 5% | 1% | 14%
West Nile virus CPE | -0.3% | -0.1% | 0.2% | 0.4% | 0.2% | 0.0% | 0.0% | -0.1% | 2.4% | -0.1%
NS5 inhibitors | -1% | · | 0% | -4% | -2% | 2% | -4% | -11% | -3% | -14%
Large T inhibition | 6% | 2% | 0% | 12% | ? | 10% | 29% | 9% | 3% | 17%
Rac1 GTP hydrolysis | -2% | · | 9% | -2% | -3% | 10% | 5% | 6% | 1% | 9%
GPR35 antagonists | -11% | 11% | -23% | 16% | -8% | -9% | 4% | 5% | 7% | -15%
ER stress rescue | -4.2% | -0.4% | 3.9% | 0.5% | -0.8% | · | 0.0% | -1.1% | -2.1% | 3.7%

# 6 structures out of the list, sorted by formula weight, falling:
[28] S=C(Nc1ccc(Br)cc1)N1CCn2cccc2C1c1cccnc1 (stereo not drawn)
[24] Cc1cc2cc(CCNC(=O)c3ccc(Br)o3)c(=O)[nH]c2cc1C
[21] Cn1c(=O)[nH]c(=O)c2c1nc(CN1CCOCC1)n2CCCc1ccccc1
[22] Nc1cc(=O)[nH]c(SCC(=O)Nc2nc3ccc([N+](=O)[O-])cc3s2)n1
[23] Fc1ccc(Sc2cc(Cl)c(-c3ccccc3)nn2)cc1
[25] NCCc1nnc(SCc2c(F)cccc2Cl)o1
assay / compound | 28 | 24 | 21 | 22 | 23 | 25
RSV antiviral HEp-2 | · | 3.5% | 0.5% | 2.0% | 2.3% | -1.0%
LYP phosphatase | 2% | -3% | -1% | -5% | -7% | -4%
Salmonella PhoP GFP | 5% | 11% | 1% | 2% | 10% | 0%
West Nile virus CPE | -0.1% | 0.4% | -0.3% | -0.1% | 0.2% | 0.2%
NS5 inhibitors | -11% | -4% | -1% | · | 0% | -2%
Large T inhibition | 9% | 12% | 6% | 2% | 0% | ?
Rac1 GTP hydrolysis | 6% | -2% | -2% | · | 9% | -3%
GPR35 antagonists | 5% | 16% | -11% | 11% | -23% | -8%
ER stress rescue | -1.1% | 0.5% | -4.2% | -0.4% | 3.9% | -0.8%

# Going on with the list.
[31] COc1ccccc1C1/C(=C(/O)c2ccccc2)C(=O)C(=O)N1CCO (stereo not drawn)
[32] c1ccc(CSc2nnc(NC3=NCCCCC3)s2)cc1
[33] COCCN1C(=O)C(=O)/C(=C(/O)c2ccc(C)cc2)C1c1ccccn1 (stereo not drawn)
[34] Cc1nn2c(SCC(=O)c3cccs3)cc(C(C)(C)C)nc2c1-c1ccccc1
[35] Cc1cccc(CCN=c2c([N+](=O)[O-])nn(-c3ccccc3)n2O)c1
[36] CC(=O)N1c2ccc(S(=O)(=O)NCCC(=O)N(C)C3CCCCC3)cc2CC1C (stereo not drawn)
[37] COc1ccc(C(=O)Nc2ccc(-c3n[nH]c(=S)o3)cc2)cc1OC
[38] O=C(CSc1nnc(SCc2ccc(Cl)cc2)s1)N/N=C/c1c[nH]c2ccccc12
[39] COc1ccc(OCCCC(=O)Nc2cc(Cl)ccc2-n2cncn2)cc1
[40] COc1ccc2oc(=O)c(C(=O)N3CCN(C(=O)c4ccco4)CC3)cc2c1
assay / compound | 31 | 32 | 33 | 34 | 35 | 36 | 37 | 38 | 39 | 40
RSV antiviral HEp-2 | 0.7% | 17% | 0.5% | 9.0% | 3.0% | 5.0% | 0.4% | -0.9% | -1.7% | -0.4%
LYP phosphatase | -5% | -7% | -1% | 2% | -3% | -13% | -7% | -7% | · | -10%
Salmonella PhoP GFP | -2% | 10% | 2% | 0% | 10% | -7% | · | 19% | -7% | -8%
West Nile virus CPE | 0.2% | -1.1% | 0.2% | ? | -1.1% | -0.5% | -0.1% | -0.2% | · | 0.3%
NS5 inhibitors | 1% | 5% | -9% | 1% | 7% | 1% | 1% | -2% | -13% | 3%
Large T inhibition | 7% | 6% | 0% | 23% | -4% | 28% | 24% | 8% | 8% | 6%
Rac1 GTP hydrolysis | 13% | 3% | -2% | 3% | -1% | 11% | 4% | 12% | 6% | 3%
GPR35 antagonists | 8% | 5% | 4% | 7% | -10% | -10% | -7% | 0% | · | 4%
ER stress rescue | -0.4% | 1.4% | -0.4% | -1.1% | 1.0% | · | · | 0.2% | · | ·

[41] O=C(Cc1ccccc1)Nc1ccccc1CO
[42] COc1ccc(N(CC(=O)Nc2c(C)n(C)n(-c3ccccc3)c2=O)S(=O)(=O)c2ccccc2)cc1OC
[43] CCOC(=O)C1=C(C)NC(=O)C(C(N)=O)C12CCCCC2 (stereo not drawn)
[44] COc1ccc(N(C(=O)c2ccco2)S(=O)(=O)c2ccc(F)cc2)cc1
[45] Cc1ccc(S(=O)(=O)NCc2ccc(C(=O)N3CCN(Cc4ccccc4)CC3)cc2)cc1
assay / compound | 41 | 42 | 43 | 44 | 45
RSV antiviral HEp-2 | 0.8% | 2.1% | 1.5% | 0.7% | 0.4%
LYP phosphatase | -10% | -5% | -9% | -5% | -5%
Salmonella PhoP GFP | 18% | -5% | -4% | -6% | 8%
West Nile virus CPE | 0.3% | -0.5% | 0.2% | 0.9% | -0.3%
NS5 inhibitors | 0% | 1% | -5% | -4% | -2%
Large T inhibition | 12% | 6% | 4% | -1% | 6%
Rac1 GTP hydrolysis | 8% | 9% | 4% | 1% | 15%
GPR35 antagonists | 16% | 12% | 3% | 13% | 2%
ER stress rescue | -0.4% | -3.4% | -0.6% | -1.5% | -0.9%
